hERG rescue: shields human hERG channel from block by proarrhythmic agents; Q12809; CHO-hERG, FluxOR thallium flux, dofetilide IC70 present; activation (rescue from dofetilide block), less the hit threshold, % at 10 µM; 310,000 compounds, 0.51% hits;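 active = activation above the mean of controls blocked by dofetilide plus 5 SD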;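 also: thallium influx through hERG after potassium depolarization seen as dye fluorescence rise; in these data hits start at about 4.7%; inactives centre near -7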
DYRK1A inh: blocks rat Dyrk1A kinase activity; AID 504441; 310,000 compounds, 0.43% hits; inhibition, % at 12.5 µM; Q63470; ADP-Glo luminescence, NFATc1 peptide; in the data active = inhibition above about 50%;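 also: plate controls were vehicle with enzyme for no effect and no enzyme for full effect; many of its hits are not listed in these tables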
KCNK3 inh: human KCNK3 channel inhibition, primary screen. 340,000 compounds, 0.84% hits. O14649. CHO-KCNK3 thallium flux, FluxOR fluorescence; hits give low values. B-score at 10 µM;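 active = B-score under library mean minus 4 SD, starting fluorescence ratio at most library mean plus 5 SD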;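 also: more negative B-score means stronger inhibition of thallium flux through KCNK3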
Target sequence (O14649 whole entry, looked up): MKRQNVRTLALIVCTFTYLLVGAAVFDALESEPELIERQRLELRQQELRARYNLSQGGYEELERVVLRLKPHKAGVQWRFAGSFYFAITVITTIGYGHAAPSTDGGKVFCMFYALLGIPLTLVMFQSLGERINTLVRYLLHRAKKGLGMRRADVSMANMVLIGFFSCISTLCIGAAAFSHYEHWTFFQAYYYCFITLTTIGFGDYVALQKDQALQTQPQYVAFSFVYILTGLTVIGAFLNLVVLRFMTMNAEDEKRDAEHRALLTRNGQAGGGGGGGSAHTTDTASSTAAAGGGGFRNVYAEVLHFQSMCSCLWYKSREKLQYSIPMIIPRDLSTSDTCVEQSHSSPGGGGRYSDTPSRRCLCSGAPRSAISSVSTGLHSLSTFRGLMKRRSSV
RGS4 pot: RGS4 potentiation or activation; 310,000 compounds, 0.92% hits; HEK293 M3R/inducible RGS4, carbachol calcium flux Fluo4; hits give low values; B-score at 10 µM; AID 463111;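 active = B-score of the integrated calcium signal more than 4 SD below the library mean, with starting fluorescence not abnormally high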;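 also: negative B-score means reduced calcium response which marks RGS4 activation or potentiation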
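test system = HEK293 cells with stable M3R and inducible RGS4 | schedule = recording 10 s baseline at 1 Hz, 100 s post-agonist | technique = Fluo4-AM (2 µM) calcium-flux fluorescence, kinetic read | measure = Agonist-evoked peak-minus-minimum fluorescence over baseline, integrated ratio, B score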
RGS4 inh: inhibitors of human RGS4; HEK293 M3R/RGS4 inducible, Fluo-4 calcium flux; hits give high values; triggered by carbachol at its EC20; B-score at 10 µM; 310,000 compounds, 0.45% hits;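 active = B-score, a plate-corrected calcium signal, over three deviations above library mean, with baseline fluorescence within five deviations of library mean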;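 also: RGS4 expression induced by doxycycline in cells with stable M3 receptor; B-score is computed from the integrated fluorescence ratio over baseline after carbachol; higher B-score means a larger calcium signal and so more RGS4 inhibition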
Target sequence (P49798 whole entry, looked up): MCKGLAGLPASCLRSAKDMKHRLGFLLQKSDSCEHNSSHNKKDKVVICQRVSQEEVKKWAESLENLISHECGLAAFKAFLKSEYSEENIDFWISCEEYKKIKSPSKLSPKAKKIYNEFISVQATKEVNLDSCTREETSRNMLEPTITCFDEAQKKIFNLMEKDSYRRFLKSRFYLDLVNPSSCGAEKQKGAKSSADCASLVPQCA
KCNQ1 block: inhibitors of human KCNQ1 potassium channel. P51787. CHO-K1 KCNQ1, FluxOR thallium flux fluorescence; hits give high values. B-score at 10 µM. 310,000 compounds, 1.3% hits. AID 2642;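 active = compounds whose thallium flux B-score, printed positive for inhibition, exceeds three library SD while starting fluorescence stays within three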;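 also: channel opened by potassium depolarization with thallium stimulus after 20 min compound exposure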
GSK3A inh: blocks human GSK-3 alpha kinase; P49840; ADP-Glo luminescence, 60 min; inhibition, % at 10 µM; 320,000 compounds, 0.1% hits; AID 2650;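 in the data active = inhibition above about 50%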;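 also: GST-tagged GSK-3 alpha with peptide substrate and 25 µM ATP; 0% = DMSO neutral wells and 100% = GW8510 positive control wells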
PolyA inhibitor: inhibitors of polyadenylation in S. cerevisiae; S. cerevisiae SKY197-pL101 polyadenylation reporter, beta-gal luminescence; efflux-impaired pdr1/pdr3 knockout yeast; score 100 = 6 SD above DMSO; calls only at 12 µM; 300,000 compounds, 0.02% hits; AID 1875;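 active = lowest replicate activity score at least 50, where 100 means six control SD above control mean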;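 also: yeast exposed to compound for 9 h at 30 °C; higher score means more reporter readthrough which indicates perturbed polyadenylation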
KCNK9 block: inhibitors of human KCNK9 two-pore domain potassium channel | HEK293 KCNK9, FluxOR thallium flux fluorescence; hits give low values | B-score at 10 µM | 310,000 compounds, 1.2% hits | AID 488922;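 active = ratio B-score over 3 SD below the library mean, with starting fluorescence within 5 SD of its mean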;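 also: negative B-score means less thallium flux so channel inhibition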
Target sequence (Q9NPC2 whole entry, looked up, the tested form may be a part): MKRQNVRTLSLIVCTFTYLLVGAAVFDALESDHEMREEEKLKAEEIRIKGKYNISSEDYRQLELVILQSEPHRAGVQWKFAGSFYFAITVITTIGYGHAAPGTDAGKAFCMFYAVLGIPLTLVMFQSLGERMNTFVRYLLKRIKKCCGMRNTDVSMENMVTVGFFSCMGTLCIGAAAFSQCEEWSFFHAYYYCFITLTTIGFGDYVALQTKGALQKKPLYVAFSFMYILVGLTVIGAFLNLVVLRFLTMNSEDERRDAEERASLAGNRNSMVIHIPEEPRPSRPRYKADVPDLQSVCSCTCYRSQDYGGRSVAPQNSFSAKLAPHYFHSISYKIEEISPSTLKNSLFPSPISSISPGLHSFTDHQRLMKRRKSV
KCNQ1 pot: human KCNQ1 channel potentiation or activation | P51787 | CHO-K1 KCNQ1, thallium flux FluxOR fluorescence; hits give high values | B-score at 10 µM | 310,000 compounds, 0.35% hits;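 active = fluorescence ratio B-score, a plate-corrected score, at least three library SD, with initial intensity B-score within 5 SD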
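Assay system: stable KCNQ1 CHO-K1 line; medium: assay buffer, equal DMSO in all wells; timing: 90 min dye loading and 20 min compound exposure, both at room temperature; technique: kinetic FluxOR thallium fluorescence, 10-s 1-Hz baseline, 110-s post-stimulus read; read-out basis: B score of baseline-normalized fluorescence ratio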
GSK3beta inhib: inhibitors of human GSK3beta kinase; P49841; GST-GSK3beta kinase, ADP-Glo luminescence, 60 min; hits give low values; activity score (negative = inhibition), % at 10 µM; 300,000 compounds, 0.038% hits;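 active = more than half of replicate wells score below -50%, meaning over 50% inhibition versus plate controls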;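 also: 0% = median DMSO wells and -100% = median GW8510 positive control wells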
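Test system: GST-fused GSK3beta enzyme, cell-free | Quantity: 1.6 ng GST-GSK3beta enzyme per well | Reagent: 25 µM ATP with peptide substrate | Schedule: 60 min enzyme reaction, room temperature | Signal: Luminescent ADP-Glo measurement of ADP formed | Read-out basis: Score relative to plate controls | Control set: DMSO and 20 µM GW8510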
* hit, by the source's call; i = inactive; . = not tested or not shown. These rows are one share of the data. The share of hits here may be higher or lower than overall.

The line under a structure holds: KCNQ1 pot | RGS4 inh | hERG rescue | GSK3A inh | KCNK9 block | GSK3beta inhib | DYRK1A inh | KCNQ1 block | PolyA inhibitor | RGS4 pot | KCNK3 inh
#1 O=C(CCC(=O)N1CCOc2ccccc21)NCCCc1ccccc1
    i | i | -10.3 | -0.9 | i | 3.1 | 3.4 | i | i | i | i
#2 Cc1ccc(NC(=O)CN2C(=O)c3ccccc3C2=O)c(C)c1
    i | i | -5.9 | -3.0 | i | . | 6.0 | i | i | i | i
#3 O=C(C[n+]1ccccc1)Nc1ccccc1[N+](=O)[O-]
    i | i | -11.6 | -4.4 | i | -3.0 | . | i | i | i | i
#4 COCCCn1c(Cc2csc(Nc3ccc(F)cc3)n2)nnc1SCC(N)=O
    i | i | -11.3 | -0.1 | i | -2.2 | -0.6 | i | i | i | i
#5 O=C(c1ccccc1F)N1CCN=C1c1ccccc1
    i | i | -15.2 | -1.7 | i | 0.8 | . | i | i | i | i
#6 CCNC(=O)CN1C(=O)NC(CCc2ccccc2)C1=O (stereo not drawn)
    i | i | -8.4 | -3.7 | i | -5.9 | 6.8 | i | i | i | i
#7 COc1ccc(CCNC(=S)NC(=O)c2c(-c3ccccc3Cl)noc2C)cc1OC
    i | i | -7.5 | -4.6 | i | -0.8 | . | i | i | i | i
#8 CSc1ccc(/C=N/n2c(Cc3ccc(Br)cc3)n[nH]c2=S)cc1
    i | i | 154.6* | -3.1 | i | 2.2 | -1.8 | i | i | i | i
#9 CCOC(=O)C1=C(C)N(C)C(=O)NC1c1c(C)nn(-c2ccc(C)cc2)c1Cl (stereo not drawn)
    i | i | -11.8 | -1.5 | i | -0.5 | -0.4 | i | i | i | i
#10 CCOc1ccc(/C=C\c2nc(O)c([N+](=O)[O-])c(=O)[nH]2)cc1OCC
    i | i | -9.4 | -1.7 | i | 5.4 | -1.7 | i | i | i | i
#11 COc1ccc(-n2nc([N+](=O)[O-])c(=NCCC3=CCCCC3)n2O)cc1
    i | i | -5.5 | -3.5 | i | 6.7 | . | i | i | i | i
#12 CCc1ccccc1NC(=O)CSC1=C(C#N)C(c2ccc3c(c2)OCO3)C2=C(CCCC2=O)N1 (stereo not drawn)
    i | i | 0.9 | -1.7 | i | -0.3 | 37.4 | i | i | i | i
#13 Cn1c(SCC(=O)NC2CC2)nnc1-c1cccc(NC(=O)c2ccccc2F)c1
    i | i | -5.5 | -1.3 | i | -1.6 | 1.4 | i | i | i | i
#14 O=C(CSCc1c(F)cccc1Cl)NCc1ccco1
    i | i | -4.6 | 1.6 | i | -2.3 | 1.6 | i | i | i | i
#15 COc1cccc(NC(=O)CSc2nc3ccccc3c(=O)n2C)c1
    i | i | -2.6 | -0.9 | i | -2.3 | 10.8 | i | i | i | i
#16 CC1CCN(C(=O)c2[nH]cnc2C(=O)N[C@@H](Cc2ccccc2)C(=O)OC(C)(C)C)CC1
    i | i | -9.2 | 1.3 | i | 7.0 | 4.4 | i | i | i | i
#17 O=C(COC(=O)c1ccc2ccccc2n1)Nc1ncc(C(F)(F)F)cc1Cl
    i | i | -9.8 | -1.0 | i | 1.8 | . | i | i | i | i
#18 Cn1c(=N)n(CC(O)c2ccccc2)c2ccccc21 (stereo not drawn)
    i | i | -7.5 | 0.1 | i | 0.8 | 1.5 | i | i | i | i
#19 O=S(=O)(CCOc1ccccc1)c1nc2ccccc2[nH]1
    i | i | -11.0 | 0.0 | i | 2.3 | 5.9 | i | i | i | i
#20 COc1cc(O)c(C(CC(=O)N2CCCC2)c2cc(OC)c(OC)c(OC)c2)c(OC)c1 (stereo not drawn)
    i | i | -8.2 | -0.8 | i | -2.2 | -4.0 | i | i | i | i
#21 CC(C)c1ccc(/C=C2\SC(=O)N(CC(=O)NC3C=CS(=O)(=O)C3)C2=O)cc1 (stereo not drawn)
    i | i | -4.0 | -2.4 | i | -0.7 | 2.0 | i | i | i | i
#22 C=CCn1c(N)c(C(=O)NCc2cccnc2)sc1=S
    i | i | -3.9 | -0.6 | i | 0.7 | -5.3 | i | i | i | i
#23 CNc1nc(Oc2ccccc2C(=O)OC)nc(SC)n1
    i | i | -11.3 | -0.3 | i | 1.8 | 5.8 | i | i | i | i
#24 COC(=O)CSc1nnc(-c2sc3ccccc3c2Cl)o1
    i | i | -8.8 | 0.5 | i | 3.2 | -4.3 | i | i | i | i
#25 O=C(Nc1ccccc1C(=O)NCCN1CCOCC1)c1ccc(Cl)cc1Cl
    i | i | -10.9 | 0.1 | i | -0.2 | 2.2 | i | i | i | i
#26 Cc1ccccc1C1C(C#N)=C(N)N(N(C)C)C2=C1C(=O)CC(C)(C)C2 (stereo not drawn)
    i | i | -5.7 | -2.4 | i | -0.8 | -2.9 | i | i | i | i
#27 COc1ccc(C(=O)NC(CC(C)C)C(=O)O)cc1OC (stereo not drawn)
    i | i | -4.7 | -4.7 | i | -4.5 | 1.5 | i | i | i | i
#28 COc1ccc(CN(C(=O)/C=C/c2ccco2)C2CCS(=O)(=O)C2)cc1OC (stereo not drawn)
    i | i | -6.3 | . | i | -2.5 | -7.0 | i | i | i | i
#29 Cc1cccc(C(=O)N2CCCC(N3CCN(c4ccc(F)cc4)CC3)C2)n1 (stereo not drawn)
    i | i | -5.9 | -1.1 | i | -2.9 | -1.6 | i | i | i | i
#30 CCn1cc([N+](=O)[O-])c(C(=O)NCc2ccc3c(c2)OCO3)n1
    i | i | -4.1 | 0.5 | i | . | 2.6 | i | i | i | i
#31 COCCCNC(=O)c1ccc(-n2nc(C(F)(F)F)cc2-c2cccs2)cc1
    i | i | -8.2 | -0.8 | i | 2.9 | 3.9 | i | i | i | i
#32 CC(C)(C)NC(=O)C(c1ccsc1)N(CCc1ccccc1)C(=O)Cn1nnc2ccccc21 (stereo not drawn)
    i | i | -5.3 | 4.0 | i | 4.6 | -7.6 | i | i | i | i
#33 Cc1ccc(C2=NOC(C)(c3nnc(-c4ccncc4)o3)C2)cc1 (stereo not drawn)
    i | i | -7.9 | 1.2 | i | -0.7 | -6.2 | i | i | i | i
#34 COc1ccc(CNC(=O)c2cccnc2Sc2ccc(Cl)cc2)cc1
    i | i | -9.3 | -1.3 | i | -3.7 | -6.3 | i | i | i | i
#35 Cc1cc(SCCC(=O)O)nc2ccccc12
    i | i | 0.1 | -4.2 | i | 3.1 | -2.0 | i | i | i | i
#36 NC(=O)CC(NC(=O)Cc1ccc(Br)cc1)c1ccc(NCCOc2ccccc2)c([N+](=O)[O-])c1 (stereo not drawn)
    i | i | -1.4 | -2.2 | i | 2.7 | 3.0 | i | i | i | i
#37 O=C(Nc1ccc(CN2CCOCC2)cc1)c1cc2ccccn2n1
    i | i | -13.8 | -2.4 | i | -1.9 | 7.8 | i | i | i | i
#38 COC(=O)CNC(=O)CN1c2cccc3cccc(c23)S1(=O)=O
    i | i | -5.1 | 0.3 | i | 4.2 | 6.1 | i | i | i | i
#39 COc1cc(/C=C(\C#N)C(=O)Nc2ccccc2F)ccc1OCCN1CCOCC1
    i | i | -12.6 | -2.4 | i | 2.3 | . | i | i | i | i
#40 COCC(=O)N/N=C\c1cccc(OC)c1OC/C=C/c1ccccc1
    i | i | -11.6 | -2.1 | i | -6.1 | -3.6 | i | i | i | i
#41 O=C(C[n+]1cccc(Br)c1)c1ccccc1
    i | i | -5.1 | -1.6 | i | -4.2 | 1.7 | i | i | i | i
#42 Cc1nnc(SCC(=O)Nc2ccc(N3CCOCC3)cc2)o1
    i | i | -9.2 | -5.8 | i | 0.6 | 1.9 | i | i | i | i
#43 CC1(C)CC(=O)c2cc(C(=O)NNc3ccccc3)c(=O)n(-c3ccccc3)c2C1
    i | i | -6.1 | -3.0 | i | 2.0 | -2.5 | i | i | i | i
#44 O=C1CC(c2cccc([N+](=O)[O-])c2)c2cc3c(cc2N1)CCC3 (stereo not drawn)
    i | i | -11.2 | . | i | -5.6 | -7.8 | i | i | i | i
#45 O=C(CN1CCCCC1)NCC1(c2ccccc2)CCCC1
    i | i | -2.9 | -2.0 | i | 1.6 | -63.4 | i | i | i | i
#46 O=C(c1ccccc1[N+](=O)[O-])n1cnc2ccccc21
    i | i | -8.9 | 2.6 | i | 2.0 | 8.0 | i | i | i | i
#47 COCCN(Cc1nc(C2(c3ccc(C)cc3)CCCC2)no1)C(C)C
    i | i | -15.6 | -2.6 | i | 0.5 | . | i | i | i | i
#48 CCOc1ccc(Cl)cc1S(=O)(=O)n1nnc2ccccc21
    i | i | -6.8 | 3.1 | i | -0.3 | -7.7 | i | i | i | i
#49 COc1cccc(NC(=O)Cc2ccc3ccccc3c2)c1
    i | i | -9.9 | -1.6 | i | -4.8 | . | i | i | i | i
#50 COC(=O)c1ccc(COc2ccccc2/C=N/NC(N)=O)o1
    i | i | -0.3 | 2.3 | i | -2.5 | . | i | i | i | i
#51 COc1ccc(-c2cc(C(F)(F)F)n3nc(C(=O)N(C)Cc4ccccc4)cc3n2)cc1OC
    i | i | -10.6 | 0.8 | i | 0.8 | -8.0 | i | i | i | i
#52 CCN1CCN(S(=O)(=O)c2ccc(OC)c(NC(=O)c3ccccc3)c2)CC1
    i | i | -5.4 | -0.4 | i | 1.5 | . | i | i | i | i
#53 COc1cccc(C(=O)C2CCCN(Cc3cccc(-n4nc(C)cc4C)c3)C2)c1 (stereo not drawn)
    i | i | -14.9 | -2.8 | i | -2.5 | -0.6 | i | i | -9.79* | i
#54 Cc1ccc(-c2noc(CSc3nnc(CCc4ccccc4)n3-c3ccccc3)n2)cc1
    i | i | -10.1 | 0.9 | -10.2* | . | 2.8 | i | i | i | i
#55 O=C(NC1CCCCC1)c1cc(-c2ccc(Cl)cc2)on1
    i | i | -2.4 | -1.2 | i | 2.1 | 0.4 | i | i | i | i
#56 N/C(=N\OC(=O)c1ccc2ccccc2c1)c1cccc([N+](=O)[O-])c1
    i | i | -7.8 | 2.2 | i | 1.8 | -0.8 | i | i | i | i

Bioassay records as filed in PubChem.
